UbGFP stabilizer – ubiquitin-GFP accumulation via proteasome inhibition; Potency, µM (top dose mostly 45.9 µM), without a hit: at the top dose activation (GFP accumulation), usual class: activators; Ubiquitin-GFP reporter cells, proteasome inhibition, GFP fluorescence; response scale: untreated = 0%, 10 µM MG-132 = 100%; 67,000 tested, under 10 active; active = well fitted activation curve with a large enough effect, not every such curve was filed as active; inconclusive = small, poorly fitted or top-dose-only effect, or another doubt; inactive = no such curve, though single readings can be large or run the other way; also: potency is read from the fitted curve at half-maximal effect
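Proteasome block read as GFP accumulation: ubiquitin(G76V)-GFP U2OS cells exposed to compound (2.9 nM–46 uM) for 4 hr at 37 C. Normalization used untreated cells as 0% and 10 uM MG-132 as 100%; concentration-response curves fitted.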
DNA Pol III inh – inhibitors of bacterial DNA polymerase III holoenzyme. reconstituted DNA polymerase III holoenzyme replication, biochemical. Potency, µM (highest dose often 57.1 µM), for inactives: at the highest dose activity change, negative = inhibition. 71,000 tested, 0.25% active; also: potency is read from the fitted curve at half-maximal effect; % is scaled to controls: 0 for no effect and ±100 for the full control effect
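Reconstituted *E. coli* holoenzyme (0.35 nM Pol III, 1 nM beta, 154 nM SSB, 2 nM primase) was preincubated with compound for 15 min at RT. Synthesis on 1.4 nM ssM13Gori ran 35 min, then was stopped with PicoGreen/EDTA and read as dsDNA fluorescence.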
GFP derepression – derepresses silenced GFP locus in mouse C127i cells; mouse C127i GFP locus derepression, cytometry, 30 h; AID 597; 68,000 tested, 0.09% active; Potency, µM (series often up to 46.1 µM), inactives show at the highest dose GFP derepression (activation); also: % of control where 0% means no effect
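Locus derepression in mouse mammary C127i cells whose integrated CMV-GFP reporter is normally silent; GFP expression after 30 h compound treatment was quantified by counting fluorescent cells.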
Hsp90 Hop PPI – changes Hsp90-Hop TPR2A binding signal, up or down | AlphaScreen TPR2A-His6 binding biotin-Hsp90 C-terminal peptide | 71,000 tested, 0.44% active | Potency, µM (highest dose often 57 µM), for inactives: at the highest dose activity change, negative = inhibition; active = well fitted curve in either direction with a large enough effect; inconclusive = small, poorly fitted or top-dose-only effect, or another doubt; also: potency is read from the fitted curve at half-maximal effect; % is scaled to controls: 0 for no effect and ±100 for the full control effect; many of its hits are not listed in these tables
Tau filament bind – binds recombinant human tau filaments; P10636; recombinant tau filaments, thioflavin S fluorescence, 15 h; filaments grown with octadecylsulfate alongside compound; Potency, µM (titrated, usually from 57.1 µM), inactives show at the highest dose activity change, negative = inhibition; 71,000 tested, 2% active;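 also: potency is read from the fitted curve at half-maximal effect; % is scaled to controls: 0 for no effect and ±100 for the full control effect; actives lower thioflavin S fluorescence by blocking filaments or displacing dye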
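His-tagged recombinant human tau (exons 2, 3 and 10 included), 1 uM, was induced to fibrillize by 30 uM sodium octadecylsulfate with compound present. After 15 h at 37 C, thioflavine S fluorescence (ex 450, em 510 nm) was read.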
ERK AVP inh – inhibitors of vasopressin-stimulated ERK signaling pathway; AID 995; HEK293-V1b, vasopressin-stimulated pERK AlphaScreen; Potency, µM (top dose mostly 57.5 µM), for the others: top-dose activity, negative = inhibition, most hits filed as inhibitors; 72,000 tested, 0.99% active; also: potency is read from the fitted curve at half-maximal effect; % is scaled to controls: 0 for no effect and ±100 for the full control effect; nearly all actives have a fitted effect of over 55% in size
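HEK293 cells stably expressing V1b receptor, seeded overnight in 1% FBS, were treated with compounds for 30 min at 37C, then stimulated 5 min with 25 nM vasopressin; phospho-ERK read by AlphaScreen SureFire after lysis.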
HADH2 inhib – HADH2 (human) dehydrogenase inhibition; Q99714; recombinant HADH2, NADH fluorescence, beta-hydroxybutyryl-CoA; Potency, µM (top dose mostly 57.1 µM), without a hit: at the top dose activity change, negative = inhibition, most hits filed as inhibitors; 73,000 tested, 3.4% active; also: potency is read from the fitted curve at half-maximal effect; % is scaled to controls: 0 for no effect and ±100 for the full control effect; nearly all actives have a fitted effect of over 60% in size; many of its hits are not listed in these tables
Target sequence (Q99714 whole entry, looked up, one chain of several): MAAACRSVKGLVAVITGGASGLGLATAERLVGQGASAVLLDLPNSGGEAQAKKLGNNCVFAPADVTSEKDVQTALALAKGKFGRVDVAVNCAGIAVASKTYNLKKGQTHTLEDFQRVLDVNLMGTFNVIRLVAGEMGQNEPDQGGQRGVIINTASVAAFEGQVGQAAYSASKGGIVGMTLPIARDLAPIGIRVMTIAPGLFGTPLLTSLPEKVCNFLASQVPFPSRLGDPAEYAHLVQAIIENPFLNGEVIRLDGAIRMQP
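His-tagged recombinant enzyme from E. coli, 20 nM, preincubated 15 min RT with compound; reaction started with 1 mM NAD+ and 90 uM beta-hydroxybutyryl-CoA in 100 mM Tris-HCl pH 9.0. NADH fluorescence (ex 360/em 450) read over 4 min; last-minus-first difference.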
15-hLO inh – 15-hLO (ALOX15) enzyme inhibition; purified 15hLO-1, xylenol orange hydroperoxide absorbance; P16050; 74,000 tested, 1.4% active; Potency, µM (top dose mostly 57.1 µM), without a hit: at the top dose activity change, negative = inhibition, hits mostly inhibitors; also: potency is read from the fitted curve at half-maximal effect; % is scaled to controls: 0 for no effect and ±100 for the full control effect; nearly all actives have a fitted effect of over 55% in size
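Purified human 15hLO-1 (40 nM) in 25 mM Hepes pH 7.5, 0.01% Triton X-100, preincubated 15 min RT with compound, then 50 uM arachidonic acid for 6 min. Hydroperoxide read by ferrous/xylenol orange, 30 min; 573/405 nm absorbance ratio gave progress.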
HBB splicing – alters splicing of the hemoglobin beta chain | HBB splicing reporter cell assay, activation; EGFP reporter with mutant IVS2-654 intron; response scale: normalised to 500 nM splice-correcting PNA | Potency, µM (highest dose often 46.1 µM), for inactives: at the top dose activation, usual class: activators | 65,000 tested, 0.06% active; also: potency is read from the fitted curve at half-maximal effect; 0% is about no effect
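Compounds were applied for 2 days to HeLa EGFP-654 cells, 500/well in Optimem with 2% FCS. The reporter's EGFP is disrupted by mis-splicing of beta-globin intron IVS2-654. Readout: summed well GFP fluorescence from 488 nm laser scanning; reference was 500 nM antisense […] 654 PNA.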
FLuc inh – firefly luciferase inhibition; P08659; purified firefly luciferase, luminescence, 8 min; Potency, µM (highest dose often 57.1 µM), for inactives: at the highest dose activity change, negative = inhibition, usual class: inhibitors; 72,000 tested, 2.2% active; also: potency is read from the fitted curve at half-maximal effect; % is scaled to controls: 0 for no effect and ±100 for the full control effect; nearly all actives have a fitted effect of over 40% in size
Target sequence (P08659 whole entry, looked up): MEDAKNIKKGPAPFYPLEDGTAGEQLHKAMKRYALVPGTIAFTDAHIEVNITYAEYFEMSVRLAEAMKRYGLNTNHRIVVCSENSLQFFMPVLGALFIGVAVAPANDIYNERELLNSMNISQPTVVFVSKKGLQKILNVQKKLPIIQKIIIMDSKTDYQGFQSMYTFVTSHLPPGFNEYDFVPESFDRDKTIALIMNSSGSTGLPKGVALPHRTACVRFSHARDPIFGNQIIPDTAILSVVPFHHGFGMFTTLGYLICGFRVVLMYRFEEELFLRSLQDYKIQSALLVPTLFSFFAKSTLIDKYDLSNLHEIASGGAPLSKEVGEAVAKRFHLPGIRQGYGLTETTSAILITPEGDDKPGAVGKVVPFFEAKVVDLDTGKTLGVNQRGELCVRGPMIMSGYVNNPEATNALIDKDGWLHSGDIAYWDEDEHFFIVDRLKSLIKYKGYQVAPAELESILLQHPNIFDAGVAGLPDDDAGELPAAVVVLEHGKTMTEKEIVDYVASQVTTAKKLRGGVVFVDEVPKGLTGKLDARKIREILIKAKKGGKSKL
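Here, luciferase activity is measured as luminescence following an 8 min room-temperature reaction at 10 uM ATP, pH 7.2. Every library sample is titrated.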
CRE-bla Fsk – CRE-bla signaling modulation under forskolin stimulation; CHO CRE-bla reporter (cAMP response element driving beta-lactamase), forskolin EC10, beta-lactamase ratio; Potency, µM (top dose mostly 38.2 µM), for inactives: top-dose activity change, negative = inhibition, most hits filed as activators; 71,000 tested, 2.5% active; AID 662; active = well fitted activation curve with a large enough effect in the signal ratio, with a control signal flat, not every such curve was filed as active; inconclusive = small, poorly fitted or top-dose-only effect, or effect the other way, or a change in a side signal; the % refers to the signal ratio; also: potency is read from the fitted curve at half-maximal effect; % of control where 0% means no effect
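The 460nm/530nm emission ratio after CCF4 loading defined %Activity, from which AC50 values were obtained. CRE-bla CHO cells received compound dilution series together with an EC10 level of NKH 477 for 3 hours at 37 degrees Celsius.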
An asterisk follows results filed as active; u = inconclusive; x = no result given; [ ] = dose if it differs, or a comment. Unless noted, calls follow the shape of the dose curve; as a rule, active = well fitted curve in the direction sought with a large enough effect; inconclusive = small, poorly fitted or top-dose-only effect, or another doubt; inactive = no such curve, though single readings can be large; an effect the other way counts as inactive or inconclusive.

molecule,UbGFP stabilizer,DNA Pol III inh,GFP derepression,Hsp90 Hop PPI,Tau filament bind,ERK AVP inh,HADH2 inhib,15-hLO inh,HBB splicing,FLuc inh,CRE-bla Fsk
CN(Cc1nc(-c2ccncc2)no1)S(=O)(=O)c1ccc(Cl)cc1,-3.0%,2.7%,0.0%,0.2%,-13.7%,-3.2%,10.5%,1.6%,2.6%,2.8%,2.3%
O=C(O)c1ccc(CNc2ccccc2C(=O)O)cc1,-5.5%,-21.6%,-2.6%,-6.8%,-6.6%,-21.3%,u,-15.8%,-1.0%,0.4%,-6.5%
Cc1cc(C)n(C(=O)COc2c(C)cccc2C)n1,3.6%,4.5%,2.9%,-1.7%,-6.3%,-19.2%,9.7%,-6.2%,-1.3%,2.1%,5.0%
O=C(NCc1nc2ccccc2[nH]1)c1ccc(S(=O)(=O)N2CCOCC2)cc1,-3.0%,-4.6%,3.8%,-0.8%,0.0%,-19.9%,-9.3%,13.7%,0.0%[57.5 µM],1.9%,-10.1%
N=C(N)SCc1nc(-c2ccc(Cl)cc2)no1,-3.1%[9.17 µM],10.7%[11.4 µM],5.6%[9.22 µM],-5.4%[11 µM],-7.9%[11.4 µM],-27.3%[11.5 µM],-8.3%[11.4 µM],8.3%[11.4 µM],-2.2%[9.22 µM],1.1%[11.4 µM],-8.3%[7.6 µM]
Cc1ccc(-c2noc(-c3ccccc3Br)n2)cc1,-3.4%,3.2%,2.5%,u,-12.5%,44.4%[activator],-10.5%,-12.3%,-3.8%,3.16µM*,-2.1%
CSCCC1NC(=O)NC1=O (centres undefined),-1.8%,-2.7%,0.0%,-1.8%,-4.3%,5.9%,23.7%,-5.2%,0.0%,5.3%,-0.9%
CCCC(=O)Nc1nnc(CC(=O)OCC)s1,-3.5%,-1.1%,2.2%,-2.9%,-4.2%,-15.3%,-3.1%,4.6%,-2.5%[57.5 µM],-4.9%,-7.7%
N#Cc1nc(-c2ccc(OCc3ccc(Cl)cc3)cc2)oc1NCc1cccnc1,-0.9%,0.1%,4.3%,-5.8%,28.3%,u,1.8%,2.4%,3.9%[0.369 µM],-2.3%,29.5%
CN(Cc1cc2ccccc2[nH]c1=O)S(=O)(=O)c1ccccc1,-4.7%,-4.9%,2.9%,-3.8%,-2.8%,-13.5%,-15.2%,-2.7%,-1.2%,2.4%,17.7%
O=C(CCN1CCN(CC(=O)Nc2ccccc2Cl)CC1)Nc1ccccc1F,-1.2%,-5.4%,0.1%,-6.2%,-11.0%,3.4%,-4.1%,9.5%,1.1%,0.7%,u
O=C(COc1ccc(Cl)cc1)NCc1nnc(SCC(=O)Nc2ccccc2)o1,0.9%,-3.0%,-2.0%,-4.0%,-0.3%,-24.7%,13.7%,-2.2%,-0.5%,1.8%,-4.1%
O=C(C1CCCCC1)N1CCN(c2ncccn2)CC1,13.8%,0.3%,4.3%,-1.1%,14.5%,8.0%,4.9%,-2.0%,-0.1%[9.22 µM],1.6%,12.0%
CC(=O)O[C@H]1C2=C(C(=O)[C@H]3O[C@@H]31)[C@@H]1[C@@H]3[C@@H](C)OC=C4[C@H](O)[C@H]5O[C@@H]5C(=O)[C@]43C2O[C@H]1C,x,x,x,x,x,9.7%[11.5 µM],-5.6%[11.4 µM],2.4%[11.4 µM],-1.2%[9.22 µM],1.3%[11.4 µM],x
CCOC(=O)c1[nH]c(C)c(C(=O)Nc2ccc3c(c2)CCC3)c1C,0.8%,-2.9%,0.9%,1.0%,77.9%,-10.1%,-1.3%,6.9%,0.4%[57.5 µM],1.3%,-9.5%
Cc1ccc(S(=O)(=O)CCSc2nc(C)cc(C)c2C#N)cc1,-2.1%,0.0%,1.6%,1.3%,24.2%,46.2%[activator],-5.3%,-1.6%,-0.3%,-0.4%,4.1%
CC1CCCCC1NC(=O)Cn1cnc2ccccc2c1=O (centres undefined),-1.7%,-1.4%,0.0%,-0.6%,-3.9%,9.3%,-6.0%,4.7%,-3.3%,4.6%,-5.6%
Cc1c[n+]([O-])n(-c2ccc(C(=O)O)cc2)n1,10.4%,-2.9%,1.1%,-6.2%,3.5%,7.7%,5.2%,-25.1%,-1.6%,2.2%,u
CCOC(=O)C1=C(C)NC(=O)NC1c1ccc(F)cc1 (centres undefined),3.3%,-1.3%,4.5%,-0.3%,0.9%,-6.1%,4.9%,-7.4%,-0.2%[57.5 µM],2.4%,3.9%
CC(=O)c1ccc(NC(=O)c2ccc(S(=O)(=O)N3CCCC3)cc2)cc1,-0.4%,-3.5%,1.9%,-2.6%,1.0%,7.6%,9.4%,-2.6%,x,0.2%,0.6%
Cc1cc(N2CCN(C)CC2)n2nc(-c3ccc(Cl)cc3)nc2n1,-2.9%[9.17 µM],-9.6%[11.4 µM],9.2%[9.22 µM],-2.9%[11 µM],9.1%[11.4 µM],1.4%[11.5 µM],24.3%[11.4 µM],5.5%[11.4 µM],0.5%[9.22 µM],2.2%[11.4 µM],9.8%[7.6 µM]
CCC(C)(C)n1nnnc1C(c1cc2cc(C)ccc2[nH]c1=O)N1CCCC1 (centres undefined),-3.3%,0.4%,7.5%,-5.6%,-8.7%,3.1%,16.8%,-14.5%,-2.7%,-0.8%,u
COc1cccc(CSc2nnc(-c3ccco3)n2C)c1,2.6%,-1.4%,4.3%,-10.1%,0.0%,-8.3%,-7.2%,6.2%,0.1%[0.369 µM],-3.6%,-0.8%
COc1ccc2ccccc2c1/C=C\C(=O)c1ccccc1,1.4%[9.17 µM],-4.5%[11.4 µM],-1.1%[9.22 µM],-4.5%[11 µM],17.9%[11.4 µM],-23.7%[11.5 µM],-5.3%[11.4 µM],3.0%[11.4 µM],0.4%[9.22 µM],1.4%[11.4 µM],-8.0%[7.6 µM]
CCOC(=O)N1CCN(c2c(-c3ccccc3)c3cc(Cl)ccc3[nH]c2=O)CC1,0.0%,-5.2%,0.0%,-0.9%,8.5%,-0.2%,u,-4.2%,-0.1%,1.7%,6.8%
CC1CCN(C(=O)Cn2c(=O)oc3ccccc32)CC1,-3.9%,-8.9%,2.4%,u,-12.1%,25.0%,11.9%,0.5%,2.8%,0.5%,-4.5%
Cc1ccc(-c2ccc(CCC(=O)O)n2Cc2ccco2)cc1,5.2%,-22.1%,0.0%,-5.4%,-5.8%,-14.4%,u,-19.7%,x,0.0%,-4.2%
CCC/C=C(\CCC)C(NC(=O)c1ccc(C(F)(F)F)cc1)c1ccccc1 (centres undefined),x,-9.6%,x,27.1%,-12.6%,5.1%,14.1%,x,1.1%,x,u
COc1ccc(N2CCN(CCNC(=O)c3nnc(Cc4c(F)cccc4Cl)o3)CC2)cc1,10.8%,2.3%,-2.0%,-4.9%,-7.8%,-15.0%,3.3%,-8.5%,-3.5%[1.84 µM],2.9%,-10.9%
Cc1ccc(-n2c(N)c(C(=O)N3CCN(C)CC3)sc2=S)cc1,3.3%,-3.3%,3.2%,-6.9%,-13.5%,-10.3%,0.631µM*,u,6.2%,-11.9%,u
CO[C@H]1COC(=O)C/C=C\[C@H](C)[C@H](OC)COC(=O)[C@@H](C)NC(=O)C/C=C\[C@@H]1C,x,x,x,x,x,0.0%[11.5 µM],3.9%[11.4 µM],3.6%[11.4 µM],1.7%[9.22 µM],1.1%[11.4 µM],x
COc1ccc(CCC(=O)Nc2ccc(Br)cn2)cc1,-2.1%,6.5%,2.7%,6.0%,-16.2%,-23.4%,-6.1%,-5.8%,2.1%,0.1%,u
O=C(Nc1c(C(=O)O)oc2ccc(Br)cc12)c1ccccc1,1.6%,7.7%,x,2.3%,5.1%,x,-10.3%,4.2%,0.0%,-8.1%,-10.9%

This is a subset, so the mix of outcomes need not match the whole.
